Compound activity from PubChem.
CHO-K1 Ca antag: counter-screen for M1 antagonists: effect in parental CHO-K1 cells | 360,000 compounds, 0.6% hits | AID 602250 | ATP-induced calcium, Fluo-8 fluorescence | inhibition, % at 3 µM;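 active = inhibition above a per-plate cutoff, the plate's mean sample inhibition plus 3 SD, cut at about 24% in these data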;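 also: 0% = DMSO plus EC80 ATP and 100% = DMSO alone without ATP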
M1 antag: human CHRM1 antagonism | inhibition, % at 3 µM | P11229 | CHO-K1 hM1, Fluo-8 calcium fluorescence, ACh EC80 antagonist | 360,000 compounds, 1.3% hits;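 active = percent inhibition above its own plate's cutoff, namely the mean of that plate's compound wells plus 3 SD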;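 also: peak over basal fluorescence ratio during 140 s after agonist addition; 0% = ACh EC80 plus DMSO and 100% = DMSO alone without agonist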
Target sequence (P11229 whole entry, looked up): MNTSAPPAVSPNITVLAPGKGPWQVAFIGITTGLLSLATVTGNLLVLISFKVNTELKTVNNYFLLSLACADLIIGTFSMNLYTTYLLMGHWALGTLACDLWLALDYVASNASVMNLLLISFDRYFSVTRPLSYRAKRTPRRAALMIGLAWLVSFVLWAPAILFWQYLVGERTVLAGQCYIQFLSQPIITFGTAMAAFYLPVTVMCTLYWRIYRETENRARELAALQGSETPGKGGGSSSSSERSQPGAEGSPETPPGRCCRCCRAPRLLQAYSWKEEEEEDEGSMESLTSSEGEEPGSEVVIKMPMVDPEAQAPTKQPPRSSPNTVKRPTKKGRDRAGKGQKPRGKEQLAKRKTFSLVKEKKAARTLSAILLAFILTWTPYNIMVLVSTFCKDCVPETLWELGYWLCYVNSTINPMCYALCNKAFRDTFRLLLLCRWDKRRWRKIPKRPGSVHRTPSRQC
CHO-K1 Ca ag: counter-screen for M1 agonists: effect in parental CHO-K1 cells | 360,000 compounds, 0.48% hits | activation, % at 3 µM | AID 602248 | Fluo-8 calcium fluorescence; scaled to maximal ATP response, vehicle zero; in the data active = activation above about 15%;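 also: untransfected CHO-K1 host cells lacking M1 receptor as counterscreen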
M1 ag: agonists of human M1 muscarinic receptor; CHO-K1 hM1, Fluo-8 calcium fluorescence, agonist mode; 0% DMSO, 100% acetylcholine EC100; 360,000 compounds, 0.33% hits; P11229; activation, % at 3 µM;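 active = activation above the run's mean compound activation plus 3 SD, cut at about 16% in these data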;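 also: peak over basal fluorescence ratio within a 140 s kinetic read after compound addition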
M1 PAM parental: counter-screen for M1 PAMs: effect in parental CHO-K1 cells; ATP EC20, Fluo-8 calcium fluorescence; 0% at ATP EC20, 100% at ATP max; AID 602247; activation, % at 3 µM; 360,000 compounds, 0.02% hits;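 active = activation above the run cutoff, the mean activation of all test compounds plus 3 SD, cut at about 40% in these data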;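 also: peak over basal fluorescence ratio in a 140 s read after ATP addition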
CHO parental Ca: counter-screen for OX1R antagonists: effect in parental CHO cells | parental CHO-K1, ATP-induced calcium, Fluo-8 fluorescence | inhibition, % at 5.6 µM | 330,000 compounds, 0.63% hits | AID 463079;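 active = inhibition above that plate's mean sample inhibition plus 3 SD, cut at about 26% in these data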;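 also: 0% = ATP-challenged DMSO wells and 100% = DMSO wells without ATP; some compounds past the cut are filed as inactive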
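Test system: untransfected parental CHO cell line. Compound: one dose, 5.6 µM nominal. Detection: intracellular calcium via Fluo-8 no-wash fluorescent dye. Measure: % inhibition. Benchmarks: ATP-challenged DMSO wells low, unchallenged DMSO wells high.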
TAAR1 antag: human TAAR1 antagonism. CHO RD-HGA16 TAAR1, Fluo-8 calcium fluorescence, antagonist. inhibition, % at 3 µM. 360,000 compounds, 1.5% hits. AID 624466;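 active = inhibition above a per-plate cutoff, the mean inhibition of test compounds on that plate plus 3 SD, cut at about 49% in these data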;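 also: 0% = DMSO plus EC80 beta-PEA response and 100% = DMSO alone without agonist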
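Test system: hTAAR1-expressing CHO RD-HGA16 cells, Gα16-coupled; Probe or stimulus: EC80 β-phenethylamine stimulus; Compound dosing: single nominal final test compound concentration of 3 µM; Timing: 140 s kinetic read after compound, 140 s after agonist; Signal: Fluo-8 calcium-sensitive fluorescence; Measure: % inhibition of agonist calcium response; Controls: DMSO and EC80 PEA controls.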
TAAR1 ag: human TAAR1 agonism. Q96RJ0. CHO RD-HGA16 TAAR1, Fluo-8 calcium fluorescence; vehicle wells 0%, saturating PEA agonist 100%. activation, % at 3 µM. 360,000 compounds, 0.99% hits. AID 624467;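 active = activation above the mean activation of all test compounds in the run plus 3 SD, cut at about 38% in these data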
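Test system: RD-HGA16 (CHO) cells co-expressing Gα16 and hTAAR1 / Benchmarks: DMSO vehicle as 0%, PEA at EC100 as 100% / Repeats: no replicates (n 1) / Measure: % activation from peak over basal fluorescence ratio, DMSO-to-PEA scaled / Timing: 17-24 h plating, Fluo-8 75 min 37 °C, 30 min RT / Technique: kinetic Fluo-8 calcium fluorescence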
OXTR potentiator: human OXTR potentiation. CHO-OTR cells, Fluo-8 calcium fluorescence, potentiator mode; 0% = oxytocin EC15, 100% = EC100. activation, % at 3 µM. 320,000 compounds, 0.061% hits;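 active = activation above that plate's cutoff, the mean activation of tested compounds plus 3 SD, cut at about 6.6% in these data, passing the limit was not always enough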;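 also: 100% uses oxytocin at 75 nM as the full agonist control; some results filed as inactive read as strong as hits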
Target sequence (P30559 whole entry, looked up): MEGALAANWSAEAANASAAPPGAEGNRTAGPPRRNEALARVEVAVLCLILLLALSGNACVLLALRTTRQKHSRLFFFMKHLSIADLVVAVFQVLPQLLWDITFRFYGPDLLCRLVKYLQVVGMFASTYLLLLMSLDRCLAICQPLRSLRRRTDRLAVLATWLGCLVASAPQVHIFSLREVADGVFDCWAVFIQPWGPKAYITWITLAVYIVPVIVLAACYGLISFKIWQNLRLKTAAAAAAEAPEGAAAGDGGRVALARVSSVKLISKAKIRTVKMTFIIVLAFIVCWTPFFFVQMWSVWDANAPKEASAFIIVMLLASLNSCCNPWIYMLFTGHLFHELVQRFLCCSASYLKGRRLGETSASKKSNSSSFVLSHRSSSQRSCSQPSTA
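Measured by – Fluo-8 calcium dye fluorescence · Test system – human OTR in CHO cells · Dosing – one concentration, 3.0 µM compound · Controls – EC15 oxytocin alone as 0%, 75 nM oxytocin as 100% · Evaluation – normalized max/min fluorescence ratio, % activation · Timing – 6 min pre-incubation, 100 s read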
* marks the source's active call; other numbers are inactive results; / = no result given.

Below each SMILES: CHO-K1 Ca antag	M1 antag	CHO-K1 Ca ag	M1 ag	M1 PAM parental	CHO parental Ca	TAAR1 antag	TAAR1 ag	OXTR potentiator
(1) COc1ccc(CNC(=O)c2cc3c(s2)CS(=O)C3)cc1 (stereo not drawn)
    -2	-5	0.2	0	11	1	7	0	-2
(2) CCOc1ccc(CCNC(=O)C2CCN(S(=O)(=O)c3ccc(C)cc3)CC2)cc1OCC
    0	-16	0.3	-3	10	-1	-20	-1	-3
(3) Cc1cccc(NC(=S)NC(=O)C2CC2)c1
    5	-12	-0.5	-2	8	13	/	/	-2
(4) CCO[C@@H]1OC(C(=O)NCc2ccccc2)=C[C@H](C2CC2)[C@H]1CCCO
    -12	-12	0.1	-5	12	-25	-14	2	-4
(5) Cc1nc(-c2ccc(NC(=O)CC(C)C)cc2)cs1
    8	-2	1.0	-5	0	9	1	6	0
(6) Cc1ccc(Cl)c(NC(=O)CN(C)CC(=O)Nc2ccc(F)c(F)c2F)c1Cl
    -7	-1	5.1	0	3	-2	-9	0	-6
(7) COC(=O)c1c(-n2cnnn2)sc(C)c1C
    2	-2	0.0	-2	2	-6	9	0	2
(8) CCC(CC)C(=O)Nc1nnc(-c2cccs2)s1
    -2	-9	-0.2	-3	4	-19	12	7	2
(9) COc1cc(/C=C/C(=O)c2ccc(C)cc2)ccc1OCC#N
    -18	-8	1.5	-6	22	-12	0	2	-4
(10) COC(=O)Cn1c(CCS(=O)(=O)c2ccc(C)cc2)nc2ccccc21
    3	18	0.5	1	-5	-2	10	2	-10

Further results follow.
Below each SMILES: CHO-K1 Ca antag	M1 antag	CHO-K1 Ca ag	M1 ag	M1 PAM parental	CHO parental Ca	TAAR1 antag	TAAR1 ag	OXTR potentiator
(11) C/C(=N\Nc1nccnc1Cl)c1c(F)c(F)c(F)c(F)c1F
    -5	-3	0.2	-3	8	1	2	4	-4
(12) O=C(Cn1nnc(-c2ccccc2-n2cnnn2)n1)NCc1ccccc1
    -16	-4	0.9	-3	19	2	-8	3	-5
(13) O=C(CNC(=O)c1ccc(Cl)cc1)OC1CCOC1=O (stereo not drawn)
    -5	-8	0.7	-5	9	10	2	3	-16
(14) O=C1C(=O)N(Cc2cccnc2)C(c2cccc(Br)c2)/C1=C(/O)c1ccc2c(c1)OCO2 (stereo not drawn)
    -4	-14	0.4	-1	-5	0	-2	1	-10
(15) CCC(=O)NC(=S)Nc1ccc(NC(=O)c2ccccc2[N+](=O)[O-])cc1
    1	-1	1.4	-8	19	2	1	6	2
(16) CCCCC1C(=O)CC[C@H]2[C@@H]1CC(=O)[C@@H]2C/C=C\CCCC(=O)O (stereo partly drawn)
    0	-24	0.2	0	3	-13	/	/	1
(17) CCC1CCCCN1C(=O)COC(=O)c1cc(C)nc2ccccc12 (stereo not drawn)
    -12	5	2.5	-3	-14	-16	0	2	-4
(18) CC(=O)Nc1cc(OC(C)=O)c2nonc2c1OC(C)=O
    -15	-16	2.4	2	-1	-2	-12	21	10
(19) COc1ccc(N(C)C(=O)C2CCN(S(=O)(=O)c3cccc4nonc34)CC2)c(OC)c1
    -8	2	1.5	-7	0	-8	18	7	-13
(20) O=C(CSc1nnc(-c2ccccc2F)o1)NC1CCCCC1
    -15	-8	1.9	-4	17	-1	-8	6	7

Going on with the list:
Below each SMILES: CHO-K1 Ca antag	M1 antag	CHO-K1 Ca ag	M1 ag	M1 PAM parental	CHO parental Ca	TAAR1 antag	TAAR1 ag	OXTR potentiator
(21) O=C(CN1C(=O)C2CCCN2c2ncc(Cl)cc21)NCc1ccc2c(c1)OCO2 (stereo not drawn)
    8	9	0.8	-1	5	/	18	1	/
(22) CC12CCC(=O)N1C(C(=O)Nc1nc3ccc(S(C)(=O)=O)cc3s1)CS2 (stereo not drawn)
    -2	-3	1.5	0	3	-3	-12	2	7
(23) O=C(/C=C/[C@H]1O[C@@H](n2ccc(=O)[nH]c2=O)[C@H](O)[C@@H]1O)NCc1ccc2c(c1)OCO2
    -8	-24	0.3	-3	13	/	-5	1	/
(24) Cc1ncc([N+](=O)[O-])n1CCN1C(=O)c2ccccc2C1=O
    -2	-9	0.7	-10	6	2	-15	3	-2
(25) NC(=O)c1nn(-c2ccccc2)nc1NC(=O)CSc1nnnn1-c1ccc(Cl)cc1
    2	3	1.5	-4	-3	-25	26	7	-13
(26) CCC[C@H]1CN(c2ccc(Br)cc2)C(=O)[C@@H]1CC(=O)NC
    10	4	-0.3	-5	-8	/	1	-2	/
(27) Nc1nc(-c2ccc(Oc3ccccc3)cc2)cs1
    -13	-1	1.5	-3	19	0	1	3	-18
(28) O=C(CNS(=O)(=O)c1ccc(Br)s1)NCc1ccc(F)cc1
    -16	1	3.2	-9	7	-10	-1	5	-11
(29) Cc1csc(NC(=O)c2cc3c(s2)CCCCC3)n1
    -9	17	2.8	3	11	-11	14	13	-4
(30) CSc1ccc(OC2CCN(Cc3ccccc3)CC2)cc1
    3	0	0.8	-11	-2	-24	-10	3	1

Following part
Below each SMILES: CHO-K1 Ca antag	M1 antag	CHO-K1 Ca ag	M1 ag	M1 PAM parental	CHO parental Ca	TAAR1 antag	TAAR1 ag	OXTR potentiator
(31) O=C(O)/C=C/c1cnn(-c2ccccc2)c1
    -12	-8	0.4	-3	3	/	-6	-1	/
(32) CCOC(=O)c1[nH]c2ccc(OC)cc2c1NC(=O)CCN1CCCC(C)C1 (stereo not drawn)
    -21	19	0.6	-5	23	-10	3	4	-8
(33) CC(=O)Nc1ccc(C(=O)N2CCCCC2c2cc(C(=O)N3CCOCC3)no2)cc1 (stereo not drawn)
    16	-5	1.8	-2	11	/	-2	7	/
(34) COc1ccc(C(=O)OC(C(=O)c2ccc(C)cc2)c2ccccc2)cc1 (stereo not drawn)
    0	4	1.0	-2	-1	17	-4	14	-3
(35) C=CCn1c(O)c(C=Nc2ccc(CN3CCCCC3)cc2)c(=O)[nH]c1=S
    -6	3	0.2	-9	0	-24	-9	0	-1
(36) CC(=O)/C(=N\Nc1ccc(Cl)cc1Cl)Sc1cccc2cccnc12
    11	1	0.6	-3	14	21	13	0	-14
(37) C/C(=N\NC1=N[C@H]2CS(=O)(=O)C[C@H]2S1)c1ccccc1
    -4	9	-0.4	-2	3	-4	-22	0	3
(38) C=CCN1C(=O)/C(=C2\SC(N3CCOCC3)=NC2=O)c2cc(Br)ccc21
    2	-8	-0.1	-1	-2	-20	-5	3	-6
(39) COc1ccc(OC)c(S(=O)(=O)Nc2cc3c(cc2N2CCCC2)n(C)c(=O)c(=O)n3C)c1
    -10	-12	0.2	-6	12	-9	-27	2	-4
(40) C[C@@]12C(=O)Nc3ccc(F)cc3C(=O)N1[C@H]1c3cc(Br)ccc3OC[C@@H]1[C@@H]2c1ccccc1
    -19	8	0.4	-5	2	-20	19	4	-4

(further entries)
Below each SMILES: CHO-K1 Ca antag	M1 antag	CHO-K1 Ca ag	M1 ag	M1 PAM parental	CHO parental Ca	TAAR1 antag	TAAR1 ag	OXTR potentiator
(41) CC(=O)NCCN1C(=O)C2C3c4ccccc4C(c4ccccc43)C2C1=O (stereo not drawn)
    5	5	0.9	-3	14	-1	0	14	-1
(42) CCCCc1ccc(N/C(N)=N/c2nc(C)cc(C)n2)cc1
    46*	83*	42*	35*	-28	70*	107*	161*	-20
(43) NC(=O)Cn1cc(C(=O)COc2ccccc2)c2ccccc21
    /	/	/	/	/	-10	-15	3	-6
(44) O=S(=O)(Nc1ccc2c(c1)nc1n2CCN(Cc2ccccc2)C1)c1ccc(Cl)cc1
    -3	-7	0.9	-5	19	5	-21	6	-5
(45) CCC(C(=O)Nc1cccnc1Cl)c1ccccc1 (stereo not drawn)
    6	-3	0.8	-5	-6	-16	-22	1	-5
(46) CCN(CC)C(=O)[C@H]1CC(CC(=O)NCc2cccc(C(F)(F)F)c2)C(=O)N2CCc3c([nH]c4ccc(OC)cc34)[C@]12C (stereo partly drawn)
    -14	-9	-0.9	-9	-3	-22	-22	2	/
(47) O=C(CC1C(=O)NCCN1Cc1ccccc1F)NC1CCCCCC1 (stereo not drawn)
    15	5	0.1	0	-14	-21	-28	3	-11
(48) COCCCN(C(=O)CC1OC(=O)c2ccccc21)c1c(N)n(Cc2ccccc2)c(=O)[nH]c1=O (stereo not drawn)
    -16	2	1.9	-4	5	-6	-10	1	-7
(49) C/C(=N/NC(=O)CSc1nc2ccccc2n1C)c1ccncc1
    -12	-7	-0.1	-3	-2	-5	12	1	-7
(50) CCOc1ccc(CN(C)C(=O)c2ccc(=O)[nH]c2)cc1
    3	-9	0.9	-4	-9	-2	-27	3	-6

More structures
Below each SMILES: CHO-K1 Ca antag	M1 antag	CHO-K1 Ca ag	M1 ag	M1 PAM parental	CHO parental Ca	TAAR1 antag	TAAR1 ag	OXTR potentiator
(51) O=S(=O)(c1ccc2c(c1)OCCO2)N1CCc2ccccc21
    -10	1	1.3	-12	7	-2	14	1	-1
(52) CCCCCc1c(-c2cccc(Cl)c2)ncn1CCc1ccccc1OC
    -24	/	1.1	/	21	/	-27	4	/
(53) Cc1ccc(CN(c2ccc(C(=O)NCc3cccnc3)cc2)S(C)(=O)=O)cc1
    -12	4	3.7	1	22	-8	9	12	5
(54) COc1cccc(C2NC(CC(C)C)(C(=O)O)C3C(=O)N(Cc4ccccc4)C(=O)C23)c1O (stereo not drawn)
    0	-2	-0.4	-5	5	-10	4	1	-5
(55) CCCC(=O)Nc1ccc(C(=O)O)cc1NC(=O)CCC
    19	7	0.1	-2	-6	2	-12	6	-15
(56) O=C(Nc1ccc(C(F)(F)F)cc1)c1cnc(N2CCN(c3ccccn3)CC2)c2ccccc12
    -15	-11	-0.1	-2	13	-29	11	2	-2

Looked up by compound from above:
Below each SMILES: CHO-K1 Ca antag	M1 antag	CHO-K1 Ca ag	M1 ag	M1 PAM parental	CHO parental Ca	TAAR1 antag	TAAR1 ag	OXTR potentiator
(22) CC12CCC(=O)N1C(C(=O)Nc1nc3ccc(S(C)(=O)=O)cc3s1)CS2 (stereo not drawn)
    -2	-3	1.5	0	3	-3	-12	2	7
(9) COc1cc(/C=C/C(=O)c2ccc(C)cc2)ccc1OCC#N
    -18	-8	1.5	-6	22	-12	0	2	-4
